Screening results (PubChem BioAssay)
Runt-CBFb FRET = inhibitors of RUNX1 Runt–CBFb binding, primary screen, biochemical, FRET, Cerulean-Runt, Venus-CBFb, uHTS; actives 0.46% (n = 220,000); AID 1496, 2009; Cerulean-Runt/Venus-CBFb FRET ratio 530/480, 1 h; inhibition, % at 20 µM;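 active = inhibition over about 50% at 20 µM in the single-dose screen, limit read from the data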;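 also: 0% = DMSO wells and 100% = excess unlabeled CBFb competitor control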
Target sequence (Q01196 whole entry, looked up): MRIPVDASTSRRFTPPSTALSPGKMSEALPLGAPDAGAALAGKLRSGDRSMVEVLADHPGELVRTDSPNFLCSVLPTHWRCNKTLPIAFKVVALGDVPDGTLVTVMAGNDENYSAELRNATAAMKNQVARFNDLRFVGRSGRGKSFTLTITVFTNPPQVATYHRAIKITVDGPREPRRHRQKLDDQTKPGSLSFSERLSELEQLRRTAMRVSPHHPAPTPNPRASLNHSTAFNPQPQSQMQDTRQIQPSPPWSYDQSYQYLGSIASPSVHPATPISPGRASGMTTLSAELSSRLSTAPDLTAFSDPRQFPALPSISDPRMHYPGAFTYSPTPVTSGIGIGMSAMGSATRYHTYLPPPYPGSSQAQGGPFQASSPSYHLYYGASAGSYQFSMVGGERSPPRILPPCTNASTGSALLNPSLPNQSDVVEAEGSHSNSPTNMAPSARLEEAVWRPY
Target sequence (Q13951 whole entry, looked up): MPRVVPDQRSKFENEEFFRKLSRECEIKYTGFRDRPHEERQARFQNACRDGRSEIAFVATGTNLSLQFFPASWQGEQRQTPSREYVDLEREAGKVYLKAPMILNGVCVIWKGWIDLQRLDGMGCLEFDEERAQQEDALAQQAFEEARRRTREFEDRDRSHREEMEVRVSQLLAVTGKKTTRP
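Schedule: protein complex preformed 1 h, compound exposure 1 h, room temperature, dark; test system: Cerulean-labeled Runt domain protein; amount: 100 nM per protein; buffer or medium: Tris 50 mM pH 7.5, KCl, K2SO4, 0.01% BSA; read-out: loss of energy transfer signal; detection: FRET fluorescence; controls: 5 µM unlabeled CBFb as full-inhibition high control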
p97 inhibitor = inhibitors of human p97 ATPase, primary screen, biochemical; Transitional endoplasmic reticulum ATPase (Homo sapiens), P55072; recombinant p97 ATPase, Kinase-Glo ATP luminescence, 3 h; inhibition, % at 8 µM; actives 0.42% (n = 220,000); AID 1481, 2009; in the data active = inhibition above about 15%;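 also: 0% = DMSO vehicle and 100% = wells lacking enzyme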
RBBP9 inhibitor = human RBBP9 inhibitors, primary screen, biochemical, fluorescence polarization, FP-Rh probe, HTS; Serine hydrolase RBBP9 (Homo sapiens), O75884; recombinant RBBP9; inhibition, % at 7.94 µM; actives 0.2% (n = 220,000); AID 1515, 2009;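 active = inhibition above the campaign mean of all tested compounds plus 3 SD, cut at about 14% in these data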;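 also: plate controls were DMSO wells with RBBP9 for no effect and wells lacking RBBP9 protein for full effect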
Target sequence (O75884 whole entry, looked up): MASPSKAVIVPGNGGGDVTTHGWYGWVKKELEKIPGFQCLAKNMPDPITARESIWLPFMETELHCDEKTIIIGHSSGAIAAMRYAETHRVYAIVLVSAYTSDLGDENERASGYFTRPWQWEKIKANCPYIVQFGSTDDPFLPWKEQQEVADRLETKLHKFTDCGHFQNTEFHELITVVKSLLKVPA
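System: RBBP9 protein | Quantity: 2.5 µM RBBP9 dispensing solution, before mixing | Reagent: FP-Rh probe, 375 nM dispensing solution | Timing: Enzyme-compound preincubation 30 min, then probe labeling 45 min, 25 °C | Measured by: Fluorescence polarization | Read-out: % inhibition | Replication: One well per compound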
NCF1 inh = p47phox/p22phox peptide binding inhibitors, primary screen, biochemical, uHTS, NADPH oxidase regulatory subunit; fluorescence polarization, 2 h; Neutrophil cytosol factor 1 (Homo sapiens), P14598; AID 1274, 2008; inhibition, % at 24.7 µM; actives 0.53% (n = 220,000);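 active = inhibition above about 30%, limit read from the data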;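 also: 0% = p47phox with labelled peptide and 100% = labelled peptide alone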
Calpain2 inh = inhibitors of pig calpain II, primary screen, biochemical, fluorogenic peptide substrate, 1536-well. purified calpain II, 30 min. inhibition, % at 16 µM. actives 0.37% (n = 220,000). AID 1236, 2008;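 active = inhibition above about 50%, limit read from the data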
TbHK1 inh = Trypanosoma brucei hexokinase 1 inhibitors, primary screen, biochemical, G6PDH-coupled NADH absorbance, MLSCN library; recombinant TbHK1, G6PDH-coupled NADH A340; inhibition, % at 10 µM; actives 0.11% (n = 220,000); AID 1430, 2008;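 active = inhibition of 50% or more in the single-dose primary screen; inactive = inhibition below 50%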
EBV gp42 block = Epstein-Barr virus gp42 inhibitors, primary screen, biochemical, uHTS, fluorescence polarization. Fluorescence polarization binding assay, mP read-out. inhibition, % (tested at 21.74 µM). actives 0.42% (n = 220,000). AID 1085, 2008; in the data active = inhibition above about 50%
Furin inhibitor = human furin inhibitors, primary screen, biochemical, fluorescence intensity. P09958. purified furin, fluorogenic substrate cleavage. inhibition, % at 30 µM. actives 0.061% (n = 220,000). AID 463115, 2010; in the data active = inhibition above about 25%; also: inactives centre near -15
Runt-SMMHC FRET = inhibitors of RUNX1 Runt–CBFb-SMMHC binding, primary screen, biochemical, FRET, Cerulean-Runt, Venus-CBFb-SMMHC, uHTS. Runt-related transcription factor 1 (Homo sapiens) + Core-binding factor subunit beta …. inhibition, % at 20 µM. Cerulean-Runt/Venus-CBFb-SMMHC FRET ratio 530/480, 1 h. actives 0.74% (n = 220,000);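 active = mean inhibition across duplicate retests at 20 µM reaching about 50%, limit read from the data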;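 also: 0% = DMSO wells and 100% = wells with excess untagged CBFb-SMMHC; inhibitors lower the FRET ratio by blocking Runt binding to CBFb-SMMHC; some results filed as inactive read as strong as hits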
Active calls of the source: *; i = inactive; x = no result given; [ ] = another dose, or the depositor's remark.

SMILES	Runt-CBFb FRET	p97 inhibitor	RBBP9 inhibitor	NCF1 inh	Calpain2 inh	TbHK1 inh	EBV gp42 block	Furin inhibitor	Runt-SMMHC FRET
CCCCCC(=O)NC(=S)Nc1ccc(Br)cc1C	-1	3	-2	-10	2	6	-19	-14	3
FC(F)Oc1ccc(-c2c[n+]3c(n2-c2ccccc2)CCCCC3)cc1	1	2	3	-4	-10	-7	-14	-8	0
CC1=NN(c2ccc([N+](=O)[O-])cc2)C(=O)/C1=C\N(C)C	-2	-52	-4	-3	20	-37	-2	9	0
COc1cc2c(cc1OC)C(C)N(C(=O)c1cc3n(n1)C(C(F)(F)F)CC(c1ccco1)N3)CC2 (stereo not drawn)	-7	3	-4	-38	-67	-11	-15	-14[20 µM]	-36
CCN(C(=O)CN1CCN(c2ccccc2OC)CC1)c1c(N)n(Cc2ccccc2)c(=O)[nH]c1=O	2	-2	-5	-5	32	-1	6	-21[20 µM]	-5
COc1ccc(Nc2ccc3c(c2)=NC2(CCCCC2)[N+]=3[O-])cc1	2	-4	1	-5	28	-20	-15	-12	-6
Cc1nc2ccccc2nc(C)c1=NOCc1ccc(Cl)cc1Cl	-1	-3	-3	-11	17	0	1	-10	0
O=C(NC(=S)Nc1cccc(Cl)c1N1CCCCC1)c1cccs1	x	0	-8	-3	32	-2	-2	-10[20 µM]	2
COC(=O)c1cc(Cl)c(NC(=O)c2cc(OC)c(OC)c(OC)c2)cc1OC	-1	1	-1	-17	-26	-4	0	-28[20 µM]	-3
O=C1N=c2ccccc2=C1c1sc(NS(=O)(=O)Cc2ccccc2)nc1O	2	8	-7	-33	-6	-26	3	-13	0
Cc1ccccc1NC(=O)N1CCCC(c2nc(-c3ccc(C(C)C)cc3)no2)C1 (stereo not drawn)	-2	1	-9	-6	33	7	-23	-24	7
Cc1ccsc1C(=O)N1CCCC(CCC(=O)NCc2ccccc2F)C1 (stereo not drawn)	0	1	-2	-6	-5	-1	-5	-25	0
CC(=O)N1Cc2cc(N)ccc2Oc2ccccc21	-1	-1	-7	-8	-12	-3	-1	-21	1
CC(C)CCc1noc(CN2CCC(C(=O)N3CCOCC3)CC2)n1	0	2	-1	-2	-307	-8	-1	-16	1
CC1(C)CC(=O)C(C=NCCN2CCN(C3CC(=O)N(c4ccc(Cl)c(Cl)c4)C3=O)CC2)=C(O)C1 (stereo not drawn)	-1	-1	-10	-5	-38	-12	-9	-5	0
COC(=O)Cc1ccc(NC(=S)NCC(C)C)cc1	1	0	-11	-5	-8	17	-8	-16	0
Cc1ccc2occ(C3NC(C(=O)O)CS3)c(=O)c2c1 (stereo not drawn)	6	6	-3	-9	-10	28	-8	14	5
O=C(c1ccc(OC2CCN(Cc3ccccn3)CC2)cc1)N1CCCCO1	2	-1	-2	-3	0	-2	-2	-19	2
COc1cccc(C(=O)/C=C/Nc2ccc(S(=O)(=O)Nc3cnc4ccccc4n3)cc2)c1	3	3	-4	-40	-5	-23	-13	-14	26
COCCN(CC(=O)NCc1ccc(OC)cc1)C(=O)CCC(=O)Nc1nccs1	1	0	-5	-5	-17	4	-14	-17	-1
Cn1c(=O)n(C)c2cc([N+](=O)[O-])c(N3CCN(C(=O)c4ccc(Cl)cc4)CC3)cc21	0	7	4	0	-43	-23	0	-9	4
Cc1ccc(C)c2[nH]c(=O)c(CCNC(=O)Cc3cccs3)cc12	-1	4	-8	-17	-12	-5	-18	-16	2
CS(=O)(=O)N(CC(N)=O)c1ccc(F)c(Cl)c1	0	1	1	-5	-29	-2	-18	-14[20 µM]	-5
Cc1ccccc1NC(=O)Cc1nnc(N)s1	0	8	-3	-1	20	1	-2	-38	2
O=C(CCCCn1c(=O)[nH]c2ccccc2c1=O)NCCC1=CCCCC1	-4	4	10	-12	-1	4	-1	-7	0

(further entries)
SMILES	Runt-CBFb FRET	p97 inhibitor	RBBP9 inhibitor	NCF1 inh	Calpain2 inh	TbHK1 inh	EBV gp42 block	Furin inhibitor	Runt-SMMHC FRET
COc1cc(NC(=O)CSc2nncn2C)c(C)cc1[N+](=O)[O-]	2	2	-8	3	30	-11	-2	-25	-2
Cc1cnc(C(=O)OCC(=O)NC2CCCCCCC2)cn1	0	6	-10	-9	-19	2	-16	-17	-3
CSCCC(NS(=O)(=O)c1ccc2c(c1)oc(=O)n2C)C(=O)NC1CCN(Cc2ccccc2)CC1 (stereo not drawn)	1	2	2	-4	-22	-1	-6	-21	-4
O=C(COC(=O)c1ccc2c(=O)n3c(nc2c1)CCC3)NC1CCS(=O)(=O)C1 (stereo not drawn)	6	3	-4	-11	-57	-10	-3	-16	15
Cc1ccc(C(=O)CSc2nnc(COc3cccc(C)c3)o2)cc1	-3	-1	-9	-6	4	-1	-2	-26	2
Cc1noc(C)c1C(=O)OCC(=O)c1ccc[nH]1	0	1	-7	-5	-35	0	-19	-30	-5
CCCCn1nc2cc(C(=O)NCc3ccc(OC(F)(F)F)cc3)ccc2c1OC	x	16*	-6	-7	-120	0	1	-16	-4
CC(=O)c1ccc(NS(=O)(=O)Cc2ccc(Cl)cc2)cc1	-1	3	2	-19	-10	-14	-10	-21[20 µM]	0
OCCN1CCN(C(=S)Nc2ccccc2)CC1	0	-1	-8	-6	33	6	-11	-7	0
CNC(=S)NNC(=O)c1sc2cc(C(F)(F)F)cnc2c1-c1ccccn1	3	6	-12	-10	20	-17	-15	-27	-1
CCOC(=O)NC(=O)C(=CNc1ccc(C)cc1)C(=O)NC(=O)OCC	-2	2	-4	-2	-1	-10	-12	-5	5
O=C1C/C(=C/NCc2ccccc2)C(=O)N1	2	-8	-3	-4	28	-1	-6	-10[20 µM]	-3
O=C(CN1N=C(C(F)(F)F)CC1(O)c1ccc([N+](=O)[O-])cc1)c1ccccc1 (stereo not drawn)	-1	2	-1	8	24	-10	2	-13[20 µM]	-1
C=CCc1ccc(OCCOc2ccc(/C=N/n3cnnc3)cc2OCC)c(OC)c1	-6	0	0	-17	-184	-27	-15	-8[20 µM]	-15
COc1ccc(C(=O)NCc2cn3ccsc3n2)cc1OC	1	-1	-5	-2	-1	-3	-17	-23	-3
S=c1nc(-c2ccccc2)n(CCN2CCOCC2)c2c1CCCC2	-2	10	-9	-5	-11	-57	-15	1	-5
COc1cc2c(cc1OC)C1(NCC2)C(=O)Nc2ccccc21 (stereo not drawn)	-4	0	-3	-6	-9	3	-14	-21	-7
Cc1ccc(S(=O)(=O)NC(C)C(c2cccs2)N2CCN(c3ccccc3)CC2)cc1 (stereo not drawn)	1	-4	1	-15	-11	14	-9	-11	0
COCCn1nc2cc(C(=O)NCc3cc(C(F)(F)F)cc(C(F)(F)F)c3)ccc2c1OC	-8	1	-3	6	i	-7	-12	-26[20 µM]	-6
CC(=O)Oc1ccc(-c2ccc(C(=O)O)cc2)cc1	0	-2	-2	-6	-42	-4	-2	-17[20 µM]	0
CCOC(=O)CCC(NC(=O)CC(=O)NC(CCC(=O)OCC)C(=O)OCC)C(=O)OCC (stereo not drawn)	1	4	-4	1	-4	1	-13	-24	-2
CCc1nnc(NC(=O)c2cccc(S(=O)(=O)N(C)c3ccccc3)c2)s1	1	-3	-4	-25	-43	-7	-3	-11[20 µM]	-3
COc1cccc(NC(=O)CCP(C)(=O)O)c1	-2	-3	-6	-4	-26	-1	-10	-15	-5
O=C(CCSCc1ccccc1F)NCc1cccnc1	-2	1	-6	-4	8	3	-3	-22	-5
Nc1c2c(nc3ccccc13)CCC2	1	-2	-7	4	14	-8	-19	-15[20 µM]	5
CCOC(=O)c1c(NC(=O)c2cccs2)sc(CC)c1-c1cccs1	2	0	5	1	-21	-11	20	-21[20 µM]	0
Cc1ccc(S(=O)(=O)N(C)CC(=O)Nc2ccncc2)cc1	-1	1	-2	-3	-32	-4	0	-32[20 µM]	-2
CC(C)Cc1csc(NC(=O)C(C)C)c1C(=O)O	0	-1	-11	9	0	9	9	-5	-2
O=C1c2cccc3cc(Br)cc(c23)C(=O)N1Nc1ccccc1	1	-3	-11	5	20	-4	2	-16[20 µM]	6
COCc1cc(CN2CCN(Cc3ccsc3)C(CCO)C2)ccc1OC (stereo not drawn)	x	1	-2	-8	-27	-5	-10	-14	x
